# Source: PubChem BioAssay
# Polio RdRp inh = poliovirus RNA polymerase inhibition; P03300; poliovirus polymerase elongation, fluorescence polarization; hits give low values; % elongation, % (compound at 16.7 µg/mL); actives 0.66% (n = 150,000); in the data active = % elongation below about 90%; note: some results filed as inactive read as strong as hits
# Target sequence (P03300 1749-2209 limits assumed): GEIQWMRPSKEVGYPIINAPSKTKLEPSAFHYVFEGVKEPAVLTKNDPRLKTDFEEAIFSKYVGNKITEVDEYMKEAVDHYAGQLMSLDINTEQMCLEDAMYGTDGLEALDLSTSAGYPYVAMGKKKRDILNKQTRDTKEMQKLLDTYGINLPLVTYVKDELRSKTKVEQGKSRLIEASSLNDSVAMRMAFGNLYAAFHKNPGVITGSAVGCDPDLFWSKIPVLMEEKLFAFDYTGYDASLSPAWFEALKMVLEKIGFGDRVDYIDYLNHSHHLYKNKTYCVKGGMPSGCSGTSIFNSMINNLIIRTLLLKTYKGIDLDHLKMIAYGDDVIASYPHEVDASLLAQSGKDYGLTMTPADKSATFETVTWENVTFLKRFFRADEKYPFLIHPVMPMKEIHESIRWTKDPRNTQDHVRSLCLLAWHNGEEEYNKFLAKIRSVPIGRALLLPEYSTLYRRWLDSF
# Polio RdRp inh FP z-score = second read-out of Polio RdRp inh, no call of its own (marks repeat the call); z-score; measured here: FP z-score; hits read low
# * hit, by the source's call; & = joins results of further samples. Not all compounds are listed; count on the stated rates, not on these rows.
SMILES,Polio RdRp inh,Polio RdRp inh FP z-score
COC(=O)COc1ccc(CSc2nc3ccccc3c(=O)n2C)cc1,100,-0.3
O=C(c1cccc2ccccc12)N1CCc2ccccc21,101,0
Cc1ccn(C(=O)c2ccc(Br)cc2)n1,98,-1.2
Cc1cc(NC(=O)Cn2cc(S(=O)(=O)N(Cc3ccccc3)Cc3ccccc3)ccc2=O)no1,106,0.4
CSc1nc(-c2ccccc2)nc2[nH]ccc(=O)c12,102,0.5
COCCNC(=O)c1ccc2c(c1)CCN2S(=O)(=O)c1ccc(C)cc1,103,0.6
Cn1ccc2cc(S(=O)(=O)N3CCN(C(=O)Nc4ccc(F)cc4F)CC3)ccc21,101,-1.5
C1CCCN(c2nc3nonc3nc2N2CCCCCC2)CC1,101,0
Cc1ccc(CCNC(=O)CCn2nc(-c3ccccc3)ccc2=O)cc1,106,-1
Cc1nc2scc(C)n2c(=O)c1S(=O)(=O)N1CCC(C)CC1,102,0.5
CC(=O)NCCn1c(SCC(=O)Nc2ccc(C)cc2)nc2ccccc2c1=O,107,0.3
Cc1nn(C)c(C)c1NC(=O)/C=C/c1ccco1,99,-1.7
O=C(CNC(=O)c1ccccc1)OCc1cc(=O)n2nc(C3CCCCC3)sc2n1,114,1.6
O=C(c1nsnc1-c1ccccc1O)N1CCCC1,101,0
Cc1ccc2c(c1)c1nnc(SCC(=O)Nc3ccc(N(C)C)cc3)nc1n2CC(=O)O,102,0.1
O=C(NCc1ccc(-c2nc3ccccc3o2)cc1)c1ccccc1Br,102,0.8
Cc1ccc(OCC(=O)Nc2sc3c(c2C#N)CC(C)(C)NC3(C)C)cc1,101,-0.5
O=C(Cn1c(=O)oc2cc(S(=O)(=O)N3CCCCCC3)ccc21)Nc1cccc(C(F)(F)F)c1,106,0.4
Nc1c(C(=O)Nc2ccccc2)nnn1Cc1ccccc1,98,-1.7
N#C/C(=C/c1cn(CC(=O)O)c2ccccc12)c1ccc(C(=O)O)cc1,103,0.8
CCc1nc2c(cnn2-c2ccc3ccccc3c2)c(=O)[nH]1,99,-1.5
CCN1C(=O)c2ccccc2Sc2ccc(NC(=O)NC3CCCC3)cc21,104,0.4
CC(C)c1ccc(/C=C/C(=O)O)cc1,100,0.1
CC(=O)Nc1cc(C(F)(F)F)ccc1N1CCOCC1,101,0.3
Cc1ccc(N(CC(=O)N2CCN(c3ccc(F)cc3)CC2)S(=O)(=O)c2c(C)noc2C)cc1,111,0.9

# The list continues.
SMILES,Polio RdRp inh,Polio RdRp inh FP z-score
O=C(CN1C(=O)COc2ccc(Cl)cc21)Nc1cccc(F)c1,107,0.4
Cc1ccc(CNC(=O)C2CCCN(S(=O)(=O)c3c(C)[nH]c(=O)[nH]c3=O)C2)cc1 (centres undefined),102,0.3
NC(=O)c1cc(S(=O)(=O)NCc2cccs2)cs1,101,-0.2
Cc1nn(C(=O)C(C)N2C(=O)c3ccccc3C2=O)c(C)c1Br (centres undefined),104,0.4
COc1ccc(NC(=O)CN2C(=O)C(C)N=C(c3ccccc3F)c3cc(Cl)ccc32)c(OC)c1 (centres undefined),108,0.4
COc1cccc(CNC(=O)c2ccc3c(c2)N(Cc2ccc(F)cc2Cl)C(=O)c2ccccc2S3)c1,108,-0.6
O=C1CC(C(=O)Nc2ccccc2)N=C(N2CCCCC2)N1 (centres undefined),104,0.5
COc1cccc2cc(C(=O)N3CCN(CCO)CC3)c(=O)oc12,105,0.2
COC(=O)c1cc(S(=O)(=O)N2CCSC2)oc1C,107,0.7
COc1ccc(C2=C(C)C(=O)N(Cc3ccc(C(=O)Nc4cccc(F)c4)cc3)S2(=O)=O)cc1,108,0.2
COc1ccc(OC)c(NC(=O)c2cnc(N3CCCCC3)c3ccccc23)c1,110,0.6
Cc1ccc2c(c1)c1c(n2C)C(NC(N)=O)CCC1 (centres undefined),100,-0.1
C#CCOC(=O)Nc1ccc(OC)nc1,102,0.1
c1ccc(C2NCCc3[nH]cnc32)cc1 (centres undefined),100,-0.3
CCOC(=O)c1c(-c2ccccc2)oc2ccc(NS(=O)(=O)c3ccc(C)cc3C)cc12,108,1.1
O=C(Cn1nc(-c2ccc(Cl)cc2)c2ccccc2c1=O)N1CCCC1,104,0.8
CCOc1ccc(C(C)C)cc1S(=O)(=O)Nc1ccc(Cl)cn1,103,0.3
Cc1cc(C(F)(F)F)n[nH]1,103,0.5
COc1nc2c([nH]1)C(c1ccc(OC(C)C)c(OC)c1)C(C#N)=C(N)O2 (centres undefined),101,0.1
O=C(CCc1nc2cccnc2n1Cc1cccs1)NCc1ccccc1,104,0.8
Cc1cccc(Nc2cc(C)nc(-n3nc(C)cc3C)n2)c1,109,0.3
O=C(CN1CCN(C2c3ccccc3-c3ccccc32)CC1)c1ccc2c(c1)OCO2,104,0.4
Cc1ccc2ncnc(NC3CCCCC3)c2c1,102,0.1
C=CCC(CC=C)(NS(=O)(=O)c1ccc(C)cc1)c1ccccc1,101,-0.2
CC(=O)N(Cc1cccnc1)c1nc2c(C)cccc2s1,105,-0.3

# (more compounds)
SMILES,Polio RdRp inh,Polio RdRp inh FP z-score
O=C(CSc1nnc(-c2ccco2)n1Cc1ccccc1)c1ccccc1,105,0.5
Cc1ccc(C2=NN(CC(=O)NC(C)c3ccccc3)C(=O)CC2)cc1 (centres undefined),110,-0.1
CSC(=NC(C)(C)C)N/N=C/c1cc(Cl)cc(Cl)c1O,100,-0.2
Cc1cccc(NC(=O)CSc2nc3c(oc4ccccc43)c(=O)n2-c2ccccc2)c1C,104,0
O=S1(=O)CCC(S(=O)(=O)N2CCCC2)C1 (centres undefined),102,0.1
O=C(NCCc1nc2ccccc2n1Cc1ccccc1)c1ccco1,105,-0.4
O=C(NCCc1ccc(Cl)cc1)c1ccc(-n2cnnn2)cc1,106,0.5
Cc1cc(C)c(NC(=O)CNC2CC(C)(C)NC(C)(C)C2)c(C)c1,103,0.4
CCNC(=O)Cn1c(-c2cccs2)cc2ccccc21,103,-1
CCc1cccc(NS(=O)(=O)c2ccc(-n3cccn3)cc2)c1,102,-1.4
Cc1ccc(NCn2c(=O)oc3ccccc32)cc1,100,-0.2
Nc1nncn1C(=O)COc1ccc(Cl)cc1,104,0.5
CN1C(=O)c2ccccc2Sc2ccc(NC(=O)NCc3cccc(Cl)c3)cc21,111,0.9
CCOC(=O)C1CCCN(C(=O)Cc2c(C(=O)O)[nH]c3ccccc23)C1 (centres undefined),101,0.1
Cc1cc2c(cc1C)CSC(c1ccccc1)SC2,103,-0.3
COc1ccc(NC(=O)C(C)NC(=O)c2ccco2)cc1NS(=O)(=O)c1ccc(F)cc1 (centres undefined),105,0.2
O=C(CSc1nc2ccccc2o1)N1N=CCC1c1ccccc1 (centres undefined),100,-0.5
O=C(C1CC1)N1N=C(C2CCCCC2)CC1(O)C(F)(F)F (centres undefined),101,-0.1
COCC(C)NC(N)=O (centres undefined),102,-0.2
Cc1ccc(-c2ocnc2C(=O)Nc2ccccc2NC(=O)c2ccccn2)cc1,104,0.7
Cc1nc(SCC(=O)Nc2ccc(C)c(Cl)c2)cc(-c2ccccc2)n1,103,0
COc1cccc(-c2cn3c(n2)sc2cc(C(=O)NCc4ccccc4F)ccc23)c1,102,-0.9
N#CCCn1cc(/C=N/NC(=O)C23CC4CC(CC(C4)C2)C3)c(-c2ccccc2)n1,104,0.2
O=C(O)CCc1n[nH]c2c1CCCC2,101,-0.2
CCC(CC)c1nn2c(=O)cc(COc3ccc(NC(=O)c4ccc(Cl)cc4)cc3)nc2s1,109,0.4

# The listing continues:
SMILES,Polio RdRp inh,Polio RdRp inh FP z-score
c1ccc(CSc2nn3cnnc3s2)cc1,101,-0.2
CN(CC1CCCO1)S(=O)(=O)c1ccc(C(=O)Nc2sccc2C(N)=O)cc1 (centres undefined),99,-0.5
CC(c1nnc(SCC(=O)N2CC(=O)Nc3ccccc32)n1Cc1ccccc1)N(C)C (centres undefined),102,-0.1
CCOC(=O)c1cc(C)n(CC2CCC(C(=O)Nc3ccc(OC)cc3)CC2)c1C (centres undefined),111,0.7
O=C(CSc1ccc(Cl)cc1)Nc1cscc1S(=O)(=O)c1ccc(Cl)cc1,108,0.9
Cc1ccc(NC(=O)c2ccc(CSc3ccccn3)cc2)c(C)c1,107,0.4
CCC(CC)C(=O)Nc1cccc(-c2nc3ncccn3c2C)c1,110,0.6
CN1CCN(C(=O)C2CCCN(S(=O)(=O)c3ccc(Br)cc3)C2)CC1 (centres undefined),99,-1.1
O=c1[nH]n(-c2ccc(S(=O)(=O)N3CCc4ccccc43)cc2)c(=O)c2ccccc12,100,-0.1
CC(Sc1nnc(C(C)(C)C)n1N)C(=O)Nc1ccc(Oc2ccccc2)cc1 (centres undefined),100,-0.3
COC(=O)c1ccc(C2c3c(oc4ccc(C)cc4c3=O)C(=O)N2Cc2ccc3c(c2)OCO3)cc1 (centres undefined),101,-0.6
C=CCn1cc(C=C2C(=O)OC3(CCCC3)OC2=O)c2ccccc21,102,0.1
CCCCCCn1nnc2sc(-c3ccccc3)cc2c1=O,121,2.3
CN(C/C(O)=C(\C#N)c1nc2ccccc2s1)C1CCCCC1,101,0.2
CC(C)(C)CNC(=S)NN,98,-0.9
O=C(N/N=C/c1ccc(N2CCOCC2)cc1)c1cccs1,113,1.6
Cc1ccc2c(CSCc3cc(=O)n4c(C)csc4n3)cc(=O)oc2c1,105,0.3
CCc1ccc(NC(=O)N2CCC(N(C)C(C)C)CC2)cc1,101,-0.1
COc1ccc(CN(C(=O)Nc2cccc(Cl)c2)c2ccccn2)cc1OC,108,0.1
CCOc1ccc(C(=O)c2cn(CC(=O)Nc3ccc(C)c(C)c3)c3ccc(OCC)cc3c2=O)cc1,108,0.2
O=C(N/N=C/c1ccc(O)cc1)c1ccccc1,105,0.8
COc1ccc(SCC(=O)NCc2ccc3c(c2)OCO3)cc1,99,-0.8
CC(NS(=O)(=O)c1ccc(Cl)cc1)C(=O)O (centres undefined),105,0.3
CCC/C(O)=C1/C(=O)CC(c2ccccc2)CC1=NC(C)C(=O)O (centres undefined),100,-0.1
Cc1cc(/N=c2/c3nnnn3c3ccccc3n2C2(O)C(=O)NC(=O)NC2=O)n(-c2ccccc2)n1,98,-0.4

# Next section
SMILES,Polio RdRp inh,Polio RdRp inh FP z-score
COc1ccc(OC)c(NC(=O)CCN2CCC(C)CC2)c1,102,0.1
Cc1cccc(/C=C(\C#N)c2nc3ccccc3c(=O)[nH]2)c1,104,-0.1
Cc1nc(NCC2CCCO2)c2c3c(sc2n1)CCC3 (centres undefined),100,0
CC1N=C(c2ccccc2)c2ccccc2N(CCCOc2ccc(F)cc2)C1=O (centres undefined),102,0.3
CSc1ncccc1C(=O)OCC(=O)N1CCCc2ccccc21,99,-0.2
Cc1oc(C)c2c(=O)cc(-c3ccc4c(c3)OCO4)cc(OC(=O)c3ccccc3Br)c12,109,0.6
N#Cc1cc2c(=O)c3ccccc3oc2nc1-c1cc2ccccc2o1,109,0.9
O=C(CCOc1ccccc1F)Nc1ccc2c(c1)OCO2,106,-0.1
COc1ccc(CC(=O)OCc2nnc(C3COc4ccccc4O3)o2)cc1OC (centres undefined),108,1.1
COc1ccccc1Nc1ncnc2scc(-c3ccc(F)cc3)c12,97,-1.5
Cc1nc2n(n1)C(C(=O)NCCc1ccccc1)CC(=O)N2 (centres undefined),99,-1
N#CN=C1CCCCCN1CC(N)=O,99,-0.3
C=CCNC(=O)c1cc2ccccc2o1,103,0.4
O=S(=O)(/C=C/c1ccccc1)NC12CC3CC(CC(C3)C1)C2,102,0.1
Cc1cc(NC(=O)C2Cc3ccccc3C(=O)O2)no1 (centres undefined),102,0
COc1ccc(-n2cnc3c2C(=O)c2ccccc2C3=O)cc1,103,0.3
O=c1c2sc(-c3ccccc3)cc2[nH]c(=S)n1CCN1CCOCC1,100,-0.2
Cn1cnc([N+](=O)[O-])c1Sc1ncnc2nc[nH]c12,98&100,-0.5&-0.1
COc1cccc(/C=C2\C(=O)NC(=O)N(C)C2=O)c1,97,-0.8
CCCC(C)C(=O)N1CCCCC1CC (centres undefined),100,-0.1
COc1ccc(S(=O)(=O)NC2(C(F)(F)F)NC(=O)N(CCc3ccc(OC)c(OC)c3)C2=O)cc1 (centres undefined),106,0.2
CCCN(C(=O)CCc1nc(-c2ccccc2F)no1)c1ccccc1C,101,-0.1

# In a second layout: results already given
SMILES	Polio RdRp inh	Polio RdRp inh FP z-score
CC(NS(=O)(=O)c1ccc(Cl)cc1)C(=O)O (centres undefined)	105	0.3
CCC/C(O)=C1/C(=O)CC(c2ccccc2)CC1=NC(C)C(=O)O (centres undefined)	100	-0.1
Cc1cc(/N=c2/c3nnnn3c3ccccc3n2C2(O)C(=O)NC(=O)NC2=O)n(-c2ccccc2)n1	98	-0.4
COc1ccc(OC)c(NC(=O)CCN2CCC(C)CC2)c1	102	0.1
Cc1cccc(/C=C(\C#N)c2nc3ccccc3c(=O)[nH]2)c1	104	-0.1
Cc1nc(NCC2CCCO2)c2c3c(sc2n1)CCC3 (centres undefined)	100	0
CC1N=C(c2ccccc2)c2ccccc2N(CCCOc2ccc(F)cc2)C1=O (centres undefined)	102	0.3
CSc1ncccc1C(=O)OCC(=O)N1CCCc2ccccc21	99	-0.2
Cc1oc(C)c2c(=O)cc(-c3ccc4c(c3)OCO4)cc(OC(=O)c3ccccc3Br)c12	109	0.6
N#Cc1cc2c(=O)c3ccccc3oc2nc1-c1cc2ccccc2o1	109	0.9
O=C(CCOc1ccccc1F)Nc1ccc2c(c1)OCO2	106	-0.1
COc1ccc(CC(=O)OCc2nnc(C3COc4ccccc4O3)o2)cc1OC (centres undefined)	108	1.1
COc1ccccc1Nc1ncnc2scc(-c3ccc(F)cc3)c12	97	-1.5
Cc1nc2n(n1)C(C(=O)NCCc1ccccc1)CC(=O)N2 (centres undefined)	99	-1
N#CN=C1CCCCCN1CC(N)=O	99	-0.3
C=CCNC(=O)c1cc2ccccc2o1	103	0.4
O=S(=O)(/C=C/c1ccccc1)NC12CC3CC(CC(C3)C1)C2	102	0.1
Cc1cc(NC(=O)C2Cc3ccccc3C(=O)O2)no1 (centres undefined)	102	0
COc1ccc(-n2cnc3c2C(=O)c2ccccc2C3=O)cc1	103	0.3
O=c1c2sc(-c3ccccc3)cc2[nH]c(=S)n1CCN1CCOCC1	100	-0.2
Cn1cnc([N+](=O)[O-])c1Sc1ncnc2nc[nH]c12	98&100	-0.5&-0.1
COc1cccc(/C=C2\C(=O)NC(=O)N(C)C2=O)c1	97	-0.8
